Assay outcomes (PubChem)
USP2a inhib: inhibitors of human ubiquitin-specific protease USP2a; Potency, µM (titrated, usually from 38.3 µM), for inactives: top-dose activity change, negative = inhibition, hits mostly inhibitors; USP2a enzymatic assay, qHTS inhibition; O75604; 60,000 tested, 0.1% active;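 note: potency is the fitted concentration of half-maximal effect; nearly all actives have a fitted effect of over 60% in size; plate controls were DMSO for no effect and NEM full inhibition control for full effect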
Target sequence (O75604 whole entry, looked up): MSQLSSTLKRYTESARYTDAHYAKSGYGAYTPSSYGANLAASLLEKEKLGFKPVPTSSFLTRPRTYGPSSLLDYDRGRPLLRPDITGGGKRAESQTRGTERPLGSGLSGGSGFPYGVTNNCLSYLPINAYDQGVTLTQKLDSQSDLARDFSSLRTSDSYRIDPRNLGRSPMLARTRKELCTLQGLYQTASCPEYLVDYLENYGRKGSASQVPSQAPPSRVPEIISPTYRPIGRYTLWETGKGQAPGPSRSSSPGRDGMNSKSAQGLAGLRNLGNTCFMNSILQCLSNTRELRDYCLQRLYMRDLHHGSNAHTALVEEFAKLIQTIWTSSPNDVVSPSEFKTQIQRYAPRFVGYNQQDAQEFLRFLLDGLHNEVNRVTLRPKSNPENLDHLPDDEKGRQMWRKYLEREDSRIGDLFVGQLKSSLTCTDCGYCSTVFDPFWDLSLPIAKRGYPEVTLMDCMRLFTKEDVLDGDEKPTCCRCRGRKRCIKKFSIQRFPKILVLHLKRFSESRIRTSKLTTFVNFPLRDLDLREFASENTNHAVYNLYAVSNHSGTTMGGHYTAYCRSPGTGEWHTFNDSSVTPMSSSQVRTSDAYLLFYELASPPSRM
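20 nM USP2 core + cpd, 30 min RT; add 20 nM Ub-PLA2/20 uM NBD C6-HPC; read Ex460/Em535 at 0 h and 2.5 h. Normalized to NEM; qHTS curve fit/classification.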
Fluorescein fluor: compound fluoresces in the fluorescein spectral region. Compound autofluorescence, 480/540 nm, fluorescein-equivalent; hits give high values. max fluorescein-equivalent concentration, M. 59,000 tested, 0.91% active. AID 593; in the data active = max fluorescein-equivalent concentration above about 10 nM; inconclusive = between about 1.1 nM and that limit
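First, buffer (100 mM Tris, pH 8.0) dispensed; second, compounds and fluorescein standards pinned in; third, 15 min room-temperature incubation; finally, imaging at ex 480 nm/em 540 nm. Fluorescence normalized against the six-point fluorescein curve.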
BRCT PPI red: BRCT-phosphoprotein interaction inhibition (red fluorophore). Potency, µM (titrated, usually from 76.9 µM), for the others: top-dose activity change, negative = inhibition, actives largely listed as inhibitors. 75,000 tested, 0.03% active. AID 892. BRCT-phosphopeptide binding, red fluorescence polarization. P38398; note: % is set by controls: 0 for no effect and ±100 for the full control effect
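Rhodamine-labelled pBACH1 10-mer (100 nM) bound to BRCT domain (100 nM) at pH 7.3; compounds incubated 12 min room temperature, polarization read. Free peptide defines full inhibition; unlabelled decapeptide titrated as control.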
TexasRed autofl: compounds fluorescent in Texas Red spectral region | 59,000 tested, 0.06% active | max dye-equivalent concentration, M | AID 587 | Compound fluorescence, Texas Red channel, 547/618 nm; hits give high values; in the data active = max dye-equivalent concentration above about 10 nM; inconclusive = between about 1.1 nM and that limit
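Pin-transferred compounds and Texas Red standards go into 100 mM Tris buffer, pH 8.0. After 15 min at room temperature, plates are imaged with 547/618 nm filters. Each value is a dye-equivalent concentration derived from the per-plate dye curve.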
Casp7 inh: blocks human caspase-7 allosterically or competitively; recombinant caspase-7, Ac-DEVD-AFC fluorescence rate; AID 889; 75,000 tested, 0.02% active; Potency, µM (titrated, usually from 57.5 µM), without a hit: top-dose activity change, negative = inhibition, actives largely listed as inhibitors; active = well fitted inhibition curve with a large enough effect in the main read-out, with a control signal flat, not every such curve was filed as active; inconclusive = small, poorly fitted or top-dose-only effect, or a change in a side signal; note: potency is the fitted concentration of half-maximal effect; % of control where 0% means no effect
Target sequence (P55210 24-198 limits assumed): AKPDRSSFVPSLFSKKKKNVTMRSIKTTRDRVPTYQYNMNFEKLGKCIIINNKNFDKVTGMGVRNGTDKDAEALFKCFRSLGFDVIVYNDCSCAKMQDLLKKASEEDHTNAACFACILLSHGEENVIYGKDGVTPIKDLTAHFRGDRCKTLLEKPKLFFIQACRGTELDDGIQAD
Target sequence (P55210 207-303 limits assumed): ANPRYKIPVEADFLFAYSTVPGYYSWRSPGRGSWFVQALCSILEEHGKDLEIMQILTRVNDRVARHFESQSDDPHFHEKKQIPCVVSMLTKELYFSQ
Caspase-1 inhib: allosteric or competitive inhibitors of human caspase-1 | P29466 | Caspase-1 enzyme, Ac-WEHD-AFC fluorogenic rate | Potency, µM (series often up to 57.5 µM), without a hit: top-dose activity change, negative = inhibition, most hits filed as inhibitors | 75,000 tested, 0.03% active | AID 900;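 note: potency is the fitted concentration of half-maximal effect; plate controls were vehicle for no effect and no substrate for full effect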
Rhodamine fluor: rhodamine region autofluorescence; max dye-equivalent concentration, M; 59,000 tested, 0.05% active; Rhodamine-region fluorescence, 547/598 nm, Tris buffer; hits give high values; in the data active = max dye-equivalent concentration above about 11 nM; inconclusive = between about 1.1 nM and that limit
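Intrinsic compound fluorescence, ex 547 / em 598 nm, CCD imager. Tris 100 mM pH 8.0; 15 min RT. Output = rhodamine dye-equivalent concentration at each compound concentration.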
HEK293 cAMP cs: raises cAMP in parental HEK293 cells, TSHR agonist counter-screen; parental HEK293 CNG cAMP sensor, membrane potential fluorescence; Potency, µM (titrated, usually from 57.1 µM), inactives show top-dose activation, usual class: activators; 73,000 tested, 2.5% active; note: potency is the fitted concentration of half-maximal effect; % of control where 0% means no effect; nearly all actives have a fitted effect of over 55% in size
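Parental HEK 293 cells stably expressing a cAMP-gated CNG channel were loaded with membrane potential dye containing 100 uM RO 20-1724 for 60 min. Compound added for 30 min; depolarization read as fluorescence intensity at 590 nm.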
BRCT PPI green: inhibitors of human BRCA1 BRCT-phosphoprotein interaction (green fluorophore). AID 875. 75,000 tested, 0.05% active. Potency, µM (highest dose often 76.9 µM), without a hit: top-dose activity change, negative = inhibition, hits mostly inhibitors. BRCA1 BRCT-phosphopeptide binding, green fluorescence polarization. P38398;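 note: potency is the fitted concentration of half-maximal effect; plate controls were peptide without protein for full effect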
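Compounds were incubated for 12 min at room temperature with a complex of 100 nM fluorescein-tagged pBACH1 decapeptide and 250 nM His-tagged BRCT protein. Buffer was phosphate pH 7.3 with EDTA, DTT and Tween 20. Disruption of binding lowers the polarization signal.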
A350 autofl: A350 region autofluorescence | Compound autofluorescence, 340/450 nm, Alexa 350 dye-equivalents; hits give high values | 59,000 tested, 11% active | max dye-equivalent concentration, M; in the data active = max dye-equivalent concentration above about 10 nM; inconclusive = mostly about 1.1 nM to 9.6 nM
4MU fluor: 4-MU region autofluorescence | compound autofluorescence, 340/450 nm, 4-MU equivalents; hits give high values | max dye-equivalent concentration, M | 59,000 tested, 11% active | AID 589; in the data active = max dye-equivalent concentration above about 10 nM; inconclusive = mostly about 1.1 nM to 9.6 nM
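Compounds in 100 mM Tris, pH 8.0, incubated 15 min at room temperature, then fluorescence read at 340 nm excitation/450 nm emission. Signal converted to 4-MU dye-equivalent concentration using an on-plate six-point 4-MU standard curve.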
Active calls of the source: *; i = inactive; ? = inconclusive; / = not tested or not shown; [ ] = remark or other dose. Unless noted, calls come from the whole dose curve; as a rule, active = well fitted curve in the direction sought with a large enough effect; inconclusive = small, poorly fitted or top-dose-only effect, or another doubt; inactive = no such curve, though single readings can be large; an effect the other way counts as inactive or inconclusive. This is a subset; rates above refer to the full screens.

SMILES	USP2a inhib	Fluorescein fluor	BRCT PPI red	TexasRed autofl	Casp7 inh	Caspase-1 inhib	Rhodamine fluor	HEK293 cAMP cs	BRCT PPI green	A350 autofl	4MU fluor
Cc1cc(NC(=O)CSc2nnc(-c3ccc(S(=O)(=O)N4CCCC4)cc3)n2C)no1	2%	?	1.0%	i	0%	2%	i	-10%	-0.5%	?	i
COC(=O)c1ccccc1NC(=O)CSc1nnnn1-c1ccc(C)cc1C	38%[activator]	i	-1.9%	i	-9%	-8%	i	18%	0.0%	2.6e-08M*	2.3e-08M*
CCOC(=O)Cc1csc2nc3sc(C)c(C)c3c(=O)n12	1%	?	1.8%	?	0%	-1%	i	-6%	-0.9%	3.8e-08M*	3.2e-08M*
COCCCNC(=O)C1CC(=O)N(C2CCCC2)C1 (stereo unspecified)	10%	?	-3.5%	i	-4%	-1%	i	1%	-0.7%	i	i
Nc1ccc(N(S(=O)(=O)c2ccccc2)S(=O)(=O)c2ccccc2)c(Cl)c1	/	?	1.1%[15.4 µM]	i	-4%[11.5 µM]	2%[11.5 µM]	i	-4%[11.4 µM]	1.4%[15.4 µM]	i	i
Cn1cc(SCC(=O)Nc2nc3ccccc3s2)c2ccccc21	30%	i	-0.7%	i	-3%	-2%	i	?	-1.2%	?	?
Cc1cc(NC(=O)CN2CCN(c3ncccn3)CC2)no1	-8%	?	-4.8%	i	0%	2%	i	-2%	-1.2%	i	i
CCCCC(NC(C)=O)c1nc2ccccc2n1CCC (stereo unspecified)	-17%	i	-1.3%	i	-1%	0%	i	4%	-0.2%	i	i
COC(=O)C1=C(NC(=O)c2cccc(OC)c2)CCS1	0%	i	1.1%	i	-17%	-14%	i	?	0.8%	8.9e-08M*	9.5e-08M*
O=C(Nc1nccs1)c1ccc(CSc2nnnn2-c2ccccc2)cc1	39%[activator]	i	0.6%	i	-5%	-2%	i	27%	-0.5%	i	i
O=C(NCc1ccncc1)c1nnc(Cc2c(F)cccc2Cl)o1	5%	i	1.4%	i	2%	0%	i	3%	-0.2%	?	i
COc1ccc(CCNC(=O)CN(c2ccccc2OC)S(C)(=O)=O)cc1	4%	i	0.2%	i	-5%	-8%	i	3%	-1.4%	9.9e-08M*	1.1e-07M*
Oc1c(CN2CCCCC2)cc(COCc2ccccc2)c2cccnc12	30%	i	0.5%	i	-1%	-1%	i	5%	-0.4%	i	i
CCOC(=O)/C=C1\CC(=O)Nc2cc(C)c(C)cc2N1	0%	?	0.2%	i	1%	0%	i	2%	-2.4%	1e-08M*	?
O=S1(=O)N=C2CCCN2C(c2ccc(F)cc2)N1 (stereo unspecified)	-12%	i	1.3%	?	7%	1%	i	-2%	1.2%	i	i
CCC(C)NC(=O)C1c2cc(OC)c(OC)cc2C(=O)N(C)C1c1ccc(OC)cc1 (stereo unspecified)	8%	i	-0.5%	i	2%	1%	i	9%	-0.9%	i	i
COc1cc(NS(=O)(=O)c2ccc(Br)cc2)c(OC)cc1NC(=O)c1ccco1	/	i	0.2%	i	3%	-3%	i	-11%	-3.9%	i	i
CC(=O)Nc1ccc(S(=O)(=O)NC(C(=O)O)C2=CCC=CC2)cc1 (stereo unspecified)	-8%	?	-0.4%	?	6%	1%	i	-3%	-2.8%	i	i
C[C@@H]1OC2C3=C(C(=O)[C@H]4O[C@@H]4[C@H]3O)[C@@H]1[C@H]1[C@H](C)OC=C3[C@H](O)[C@H]4O[C@H]4/C(=N\OCc4ccccc4)[C@@]321	/	/	1.2%[15.4 µM]	/	0%[11.5 µM]	-3%[11.5 µM]	/	-9%[11.4 µM]	-0.7%[15.4 µM]	/	/
COc1cccc(C2C(C(=O)Nc3ccc(C)cc3C)=C(C)Nc3ncnn32)c1OC (stereo unspecified)	8%	i	-0.3%	i	0%	-1%	i	-3%	-0.1%	?	i

In a second layout: results already given.
Values in the order: USP2a inhib, Fluorescein fluor, BRCT PPI red, TexasRed autofl, Casp7 inh, Caspase-1 inhib, Rhodamine fluor, HEK293 cAMP cs, BRCT PPI green, A350 autofl, 4MU fluor
- Oc1c(CN2CCCCC2)cc(COCc2ccccc2)c2cccnc12
    30%, i, 0.5%, i, -1%, -1%, i, 5%, -0.4%, i, i
- CCOC(=O)/C=C1\CC(=O)Nc2cc(C)c(C)cc2N1
    0%, ?, 0.2%, i, 1%, 0%, i, 2%, -2.4%, 1e-08M*, ?
- O=S1(=O)N=C2CCCN2C(c2ccc(F)cc2)N1 (stereo unspecified)
    -12%, i, 1.3%, ?, 7%, 1%, i, -2%, 1.2%, i, i

Going on with the list.
SMILES	USP2a inhib	Fluorescein fluor	BRCT PPI red	TexasRed autofl	Casp7 inh	Caspase-1 inhib	Rhodamine fluor	HEK293 cAMP cs	BRCT PPI green	A350 autofl	4MU fluor
O=C(OCn1nnc2ccccc2c1=O)C1=COCCO1	-2%	?	1.0%	?	0%	4%	i	-2%	0.0%	i	i
CC(CCc1nc2ccccc2s1)(c1ccc(O)cc1)c1ccc(O)cc1	/	?	-0.2%[15.4 µM]	i	1%[11.5 µM]	1%[11.5 µM]	i	-7%[11.4 µM]	-0.3%[15.4 µM]	i	i
CCOc1ccc(N(CC(=O)Nc2cccc(OC)c2)S(=O)(=O)c2c(C)noc2C)cc1	/	/	0.6%	/	-5%	-2%	/	17%	0.5%	/	/
O=C1N(CC(=O)N2CCc3ccccc32)CCN1Cc1ccccc1Cl	4%	i	0.2%	?	-2%	1%	i	19%	3.6%	i	i
C/C=C/c1ccc(OCCSc2nc(C)cc(=O)[nH]2)c(OC)c1	3%	i	0.0%	i	0%	0%	i	-4%	-2.7%	i	i
CCOC(=O)/C=C1\SCC(=O)N1CC(=O)NC1CCCCC1	6%	i	-0.4%	i	2%	2%	i	20%	-0.6%	i	i
CCOC(=O)C1CCCN(CC(=O)Nc2c(C(=O)OC)[nH]c3ccc(C)cc23)C1 (stereo unspecified)	23%	i	0.9%	i	0%	-1%	i	-4%	-1.1%	?	2e-08M*
O=C(COC(=O)Cn1cnc2ccccc21)Nc1ccc2c(c1)OCCO2	-7%	i	1.0%	?	1%	1%	i	-6%	-1.2%	i	i
O=C(CCCSc1nc2ccccc2[nH]1)NCc1ccco1	-2%	?	-1.1%	?	-3%	0%	i	5%	-1.8%	i	i
CC1C(=O)C(C)C(c2ccc3c(c2)OCO3)NC1c1ccc2c(c1)OCO2 (stereo unspecified)	17%	i	-1.0%	?	-1%	0%	i	?	0.9%	i	i
COc1ccc(C(=O)CSc2nnc(CNc3ccc(C)cc3C)n2Cc2ccco2)cc1	45%[activator]	?	-1.6%	?	-5%	-3%	i	2%	3.5%	i	i
COc1ccccc1N(CCC#N)C(=O)CSc1nc(-c2ccccc2)cn1N	5%	i	-2.1%	?	0%	2%	i	17%	2.3%	i	i
Cc1ccc(-n2nnnc2SCc2nnc(-c3ccccc3Br)o2)c(C)c1	38%[activator]	?	-2.5%	i	-5%	-3%	i	?	10%	i	i
O=C(NCCCN1CCC(Cc2ccccc2)CC1)C1CCN(S(=O)(=O)N2CCOCC2)CC1	1%	i	-0.3%	i	1%	-2%	i	1%	-1.7%	i	i
O=C(CSc1nnc(Cc2ccccc2)n1-c1ccccc1)N1CCOCC1	4%	?	-0.8%	i	-1%	0%	i	5%	0.7%	i	i
O=C(Sc1nnc(-c2ccccc2)o1)N1c2ccccc2Sc2ccccc21	-8%[7.66 µM]	/	1.9%	/	-1%	-2%	/	-11%[11.4 µM]	-2.0%	/	/
Nc1ccc(-c2nc3c(Cl)c(N)ccc3[nH]2)cc1	0%	i	-2.8%	i	-2%	-3%	i	0%	-2.8%	7.5e-07M*	8e-07M*
Nc1nc(Sc2ccc([N+](=O)[O-])c3nonc23)c2[nH]cnc2n1	/	?	-17%[15.4 µM]	i	2%[11.5 µM]	2%[11.5 µM]	i	7%[11.4 µM]	-9.6%[15.4 µM]	i	i
COc1ccc2cc(C(=O)N3CCOCC3)sc(=O)c2c1OC	1%	?	-0.8%	i	-2%	-1%	i	-5%	-1.0%	?	?
CCOCC(=O)Nc1nc2ccc(S(C)(=O)=O)cc2s1	5%	i	-0.9%	i	0%	1%	i	5%	-1.8%	i	i
Cc1ccc(NCc2nnc(SCC(=O)N(Cc3ccccc3)C(C)(C)C)o2)c(C)c1	17%	?	0.6%	i	-3%	-2%	i	7%	2.1%	i	i
Cc1ccc(N2C(=O)c3ccccc3C2O)nc1 (stereo unspecified)	/	/	-0.4%	/	-2%	-2%	/	-5%	-0.6%	/	/
O=C(NC1CCCCC1)C(c1ccccc1)N1CCC2(CC1)OCCO2 (stereo unspecified)	5%	i	0.3%	i	-2%	-1%	i	7%	-2.1%	i	i
CC(=O)NCC(=O)NC(C(=O)Nc1ccc2c(c1)OCCO2)c1ccccc1 (stereo unspecified)	-2%	i	-1.0%	i	3%	-4%	i	10%	-3.0%	i	i
C/C(=N\O)C(=O)NCCCNCCCN(C)C	/	?	/	i	/	/	i	/	/	i	i
Cc1cc(C)nc(SCC(=O)Nc2ncc3c(n2)CCCC3=O)n1	4%	i	-1.2%	i	0%	-2%	i	0%	-1.3%	i	i
Cc1noc(C)c1S(=O)(=O)N1CCCC(C(=O)N2CCC(C)CC2)C1 (stereo unspecified)	4%	i	0.0%	i	4%	1%	i	6%	-2.1%	i	i
CCCS(=O)(=O)N1CCC(C(=O)c2cccc(C(F)(F)F)c2)CC1	1%	i	-2.4%	?	-1%	-2%	i	-7%	-2.3%	i	i
